# Mcl1-Bid inh = Mcl-1/Bid binding inhibitors, primary screen, biochemical, TR-FRET, 1536-well; Induced myeloid leukemia cell differentiation protein Mcl-1 (Homo sapiens), Q07820; TR-FRET Mcl-1/Bid-Dy647 peptide binding; inhibition, % at 21.7 µM; 220,000 tested, 0.97% active; AID 1021, 2008;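 active means compounds that cut the binding signal by more than half at the single screening dose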;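 further: His-tagged Mcl-1 with europium anti-His antibody binding Bid BH3 peptide; 0% = Mcl-1 plus peptide wells and 100% = peptide-only wells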
# Target sequence (Q07820 whole entry, looked up): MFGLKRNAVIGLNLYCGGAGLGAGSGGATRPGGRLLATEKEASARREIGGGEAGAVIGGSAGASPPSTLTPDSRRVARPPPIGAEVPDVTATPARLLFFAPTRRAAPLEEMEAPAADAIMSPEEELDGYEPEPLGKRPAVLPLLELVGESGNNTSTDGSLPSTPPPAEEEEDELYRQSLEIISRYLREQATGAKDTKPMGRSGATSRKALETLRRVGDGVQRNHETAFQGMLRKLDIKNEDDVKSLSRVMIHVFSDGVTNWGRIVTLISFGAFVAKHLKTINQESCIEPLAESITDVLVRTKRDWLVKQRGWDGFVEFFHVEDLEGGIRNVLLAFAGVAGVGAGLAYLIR
# Bim-Mcl-1 = inhibitors of Bim peptide binding to Mcl-1, primary screen, biochemical, bead-based flow cytometry, multiplex; Induced myeloid leukemia cell differentiation protein Mcl-1 (Homo sapiens), Q07820; Bim peptide-Mcl-1 binding; inhibition, % at 10 µM; 190,000 tested, 0.1% active; AID 1009, 2008; in the data active means inhibition above about 40%;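 further: 0% = no compound tracer wells and 100% = peptide blocker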
# Pf gametocyte = late stage P. falciparum gametocyte viability inhibitors, primary screen, ATP luminescence, HTS. inhibition, % at 10.9 µM. 150,000 tested, 0.065% active. P. falciparum stage V gametocytes, 24 h;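 active means inhibition above the mean plus 3 SD of compounds within the control limits, set per campaign, cut at about 38% in these data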;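 further: 0% = DMSO wells and 100% = medium only without gametocytes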
# Rac1 wt modul = wildtype Rac1 GTP binding modulators, primary screen, biochemical, GST-Rac1 beads, flow cytometry, multiplex; fluorescent GTP binding; actives lie on both sides; 0 = cold GTP competed, 100 = untreated; Ras-related C3 botulinum toxin substrate 1 (Homo sapiens), P63000; 190,000 tested, 0.27% active; GTP binding activity (% of control), % at 10 µM; AID 757, 2007;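 active means GTP binding activity at least 20 points away from the 100% control level, either lower or higher; inconclusive means compound flagged as likely green fluorescent, judged across all proteins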
# Cdc42 wt = modulators of GTP binding to wildtype Cdc42, primary screen, biochemical, multiplex bead flow cytometry, Bodipy-GTP | Cell division control protein 42 homolog (Homo sapiens), P60953 | GST-Cdc42 beads; actives lie on both sides | percent activity (GTP binding), % at 10 µM | 190,000 tested, 0.2% active;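 active means percent activity GTP binding at least 20 points away from the 100% baseline, either down as inhibitor or up as activator; inconclusive means compound flagged as likely green fluorescent from well-wide comparison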;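 further: median bead fluorescence of bound Bodipy-FL-GTP at 100 nM; 0% = excess unlabeled GTP control and 100% = no compound control; below 100% means less GTP binding so inhibitor and above means activator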
# Rab7 wt modul = modulators of GTP binding to Rab7, primary screen, biochemical, wildtype, multiplex bead flow cytometry | AID 758, 2007 | Rab7 GTPase wild type (dog), Bodipy-FL-GTP binding | 190,000 tested, 0.055% active | GTP binding activity (percent of control), % at 10 µM | GST-Rab7 beads, fluorescent GTP binding; actives lie on both sides; untreated = 100%, excess cold GTP = 0%;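 active means fluorescent GTP binding to Rab7 beads changed by at least 20 points from the 100% baseline, either direction, mostly lower; inconclusive means compound itself probably fluorescent, or too few beads counted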;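 further: median green fluorescence of bound Bodipy-FL-GTP per Rab7 bead population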
# Mcl1 Noxa PPI = Mcl-1/Noxa binding inhibitors, primary screen, biochemical, TR-FRET, 1536-well; Induced myeloid leukemia cell differentiation protein Mcl-1 (Homo sapiens), Q07820; TR-FRET Mcl-1/Noxa peptide binding, 2 h; inhibition, % at 21.7 µM; 220,000 tested, 1.5% active; AID 1022, 2008;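 active means compounds that cut the protein-peptide binding signal by more than 50% relative to plate controls in a single-dose test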;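 further: His-tagged Mcl-1 with rhodamine Noxa BH3 peptide and terbium anti-His antibody; 0% = Mcl-1 plus Noxa peptide wells and 100% = peptide-only wells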
# Rac1 mut GTP = GTP binding modulators of activated mutant Rac1, primary screen, biochemical, bead-based flow cytometry, multiplex, fluorescent GTP. GST-Rac1 activated beads; actives lie on both sides; 100% means binding = to untreated wells. percent activity (GTP binding), % at 10 µM. 190,000 tested, 0.11% active. AID 764, 2007. Ras-related C3 botulinum toxin substrate 1 (Homo sapiens), P63000;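 active means GTP binding at least 20 percentage points away from the 100% baseline, in either direction, so actives lie on both sides; inconclusive means Compound likely fluorescent itself, or too few beads counted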
# HRas wt GTP bind = modulators of GTP binding to HRas wildtype, primary screen, biochemical, bead-based flow cytometry, multiplex | 190,000 tested, 0.14% active | GTP binding activity, % at 10 µM | GST-Ras wt beads, Bodipy-FL-GTP binding; actives lie on both sides;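 active means GTP binding activity at least 20% away from the 100% baseline, either lowered as inhibitor or raised as activator; inconclusive means flagged as likely green fluorescent, judged across all proteins in the well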;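 further: 0% = unlabeled GTP competition control and 100% = no-compound control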
# Target sequence (P01112 whole entry, looked up): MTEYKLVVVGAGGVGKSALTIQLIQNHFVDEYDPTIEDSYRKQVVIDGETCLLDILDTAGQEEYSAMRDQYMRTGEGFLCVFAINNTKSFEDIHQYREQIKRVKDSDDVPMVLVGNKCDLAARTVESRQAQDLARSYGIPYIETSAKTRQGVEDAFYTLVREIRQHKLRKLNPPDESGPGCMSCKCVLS
# RGS8-Gao reg = RGS8-Galphao binding modulators, primary screen, biochemical, multiplexed bead flow cytometry; response (percent of control binding), % at 10 µM; 220,000 tested, 0.34% active; actives lie on both sides; in the data active means response below about 60% or above about 140%; inactive means in between;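 further: Galphao activated as the GDP aluminium fluoride complex binding bead-coupled RGS8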
# Target sequence (P09471 whole entry, looked up): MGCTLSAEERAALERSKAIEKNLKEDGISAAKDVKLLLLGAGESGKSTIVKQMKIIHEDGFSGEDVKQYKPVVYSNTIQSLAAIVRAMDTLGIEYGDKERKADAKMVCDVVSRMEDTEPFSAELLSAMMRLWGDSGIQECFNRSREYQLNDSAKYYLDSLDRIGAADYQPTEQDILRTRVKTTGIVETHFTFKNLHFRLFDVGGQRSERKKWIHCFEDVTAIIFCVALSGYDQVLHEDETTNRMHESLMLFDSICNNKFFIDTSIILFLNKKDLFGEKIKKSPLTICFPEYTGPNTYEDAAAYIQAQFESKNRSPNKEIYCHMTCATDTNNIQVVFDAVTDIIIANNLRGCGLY
# Rab2 wt GTP = modulators of GTP binding to Rab2A wildtype, primary screen, biochemical, dog, bead-based flow cytometry, multiplex. 190,000 tested, 0.19% active. GTP binding activity, % at 10 µM. AID 760, 2007. GST-Rab2 wt beads, Bodipy-GTP binding. Ras-related protein Rab-2A (Canis lupus familiaris), P61105;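 active means GTP binding activity at least 20 points away from 100%, either lowered or raised; inconclusive means signal likely due to the compound's own green fluorescence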;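 further: 0% = beads with excess unlabeled GTP and 100% = no-compound control corrected for plate trend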
# Starred values were filed as active, the others as inactive; ? = inconclusive; / = no result given; [ ] = remark or other dose.
SMILES,Mcl1-Bid inh,Bim-Mcl-1,Pf gametocyte,Rac1 wt modul,Cdc42 wt,Rab7 wt modul,Mcl1 Noxa PPI,Rac1 mut GTP,HRas wt GTP bind,RGS8-Gao reg,Rab2 wt GTP
CC(C)(C)c1ccc(-c2conc2N)cc1,-4,-2,21,100,101,105,-1,98,98,99,99
COc1ccc(/C=C/C(=O)Nc2cc(=O)n(C)c(=O)n2C)cc1,-15,-2,-1,101,99,105,4,96,99,81,96
C=CCn1c(SCC(N)=O)nnc1-c1ccccc1O,-39,-1,/,102,106,103,9,100,104,101,106
COC(=O)Nc1nc2ccc(Sc3ccccc3)cc2[nH]1,-13,-2,/,100,106,96,21,98,100,105,101
CCc1ccc(S(=O)(=O)NC(=S)Nc2ccccc2)cc1,-66,-1,12,100,100,104,10,95,96,98,100
Cc1ccc(S(=O)(=O)N(C)C)cc1NC(=O)COC(=O)C1COc2ccccc2O1 (stereo not given),28,3,4,?,?,?,35,?,?,99,?
CC(C)(NO)/C(=N\O)c1ccc(Cl)cc1,-4,7,/,102,104,101,-2,102,103,97,102
CC(C)(C)CC(C)(C)NC(=S)Nc1ccc2nc(-c3ccccn3)c(-c3ccccn3)nc2c1,-51,1,-25,100,103,99,4,99,101,98,101
COc1ccc(NC(=S)Nc2cc(C)ccn2)c(OC)c1,-11,2,/,104,98,99,7,98,101,110,101
CCOC(=O)C1CCN(C(=O)c2ccccc2N(C)S(=O)(=O)c2ccccc2)CC1,-1,-5,/,101,99,100,-3,99,98,101,98
Cc1cc(=O)[nH]c(N=N/C(=N/Nc2ccccc2C)c2ccccc2)n1,-16,3,/,107,104,99,-2,99,102,99,102
O=C(NC(Cc1ccccc1)C(=O)O)/C(=C\c1ccco1)NC(=O)c1ccc(Br)cc1 (stereo not given),-16,-3,-24,92,91,94,0,91,95,103,94
CCCCN(C(=O)c1ccc(NC(=O)C(C)C)cc1)c1ccccc1,-17,-2,12,98,101,109,-5,96,100,99,99
Cc1ccc(Nc2nc(-c3ccc(C)cc3)c(CC(=O)O)s2)cc1,-27,0,/,93,88,92,19,91,91,100,89
O=C(NNc1ccc([N+](=O)[O-])cc1[N+](=O)[O-])C1C2CCCCC21 (stereo not given),-68,-2,-12,108,99,103,-1,101,102,101,100
CCOc1ccc(C(C)NC(=O)C2CCC2)cc1 (stereo not given),-26,-6,5,105,102,104,9,101,104,98,102
CCOc1ccc(OCC)c(S(=O)(=O)n2cc(C)nc2CC)c1,-23,1,-19,98,93,92,-15,96,95,100,93
C=CCn1c(SC2CCOC2=O)nc2scc(C3CC3)c2c1=O (stereo not given),-45,0,12,101,100,98,19,97,97,101,99
O=C(c1ccc(Cl)cc1)N1CCCOC1,-9,-3,/,95,98,91,12,95,96,101,94
COc1cccc(OC)c1-c1nn2c(-c3cc(-c4ccccc4)n[nH]3)nnc2s1,-35,/,-9,206*[activator],179*[activator],?,-34,?,162*[activator],103,167*[activator]
COC(=O)c1c(N2C(=O)[C@H]3[C@@H](C2=O)[C@]2(C(=O)Nc4ccc(C)cc42)N2CCC[C@@H]32)sc(C)c1C,-4,2,/,97,89,108,13,93,97,100,98
C=CCn1c(SCc2ccc([N+](=O)[O-])cc2)nnc1C(C)NC(=O)c1ccccc1 (stereo not given),94*,0,/,98,99,99,15,99,98,95,101
COc1cc(C2C(C(N)=O)=C(C)Nc3nc(CCCO)nn32)cc(OC)c1OC (stereo not given),-17,0,/,106,101,101,0,99,101,100,101
COc1ccccc1CNS(=O)(=O)c1ccc(NC(C)=O)cc1,-21,0,12,99,98,101,6,95,99,95,98
COc1ccc(N2CCN(C(=O)c3cccc(Cn4cc(Cl)cn4)c3)CC2)cc1,-23,-5,/,105,104,97,7,102,101,100,101
CC(c1ccccc1)N1CCn2c(nc3cc(NS(C)(=O)=O)ccc32)C1 (stereo not given),-28,1,-23,95,96,96,10,92,95,98,95
COC(=O)c1nnn(CC(=O)Nc2cc(Cl)ccc2C)c1C(=O)OC,-13,0,/,99,101,98,2,98,100,101,99
CCOC(=O)C1CCCN(c2ncnc3c2oc2ccccc23)C1 (stereo not given),34,-4,/,96,97,96,21,94,99,100,98
CC1CCN(C(=O)Cn2c(=O)n(CCc3ccccc3)c(=O)c3ccccc32)CC1,2,4,/,101,101,99,22,99,100,95,99
c1nc(N2CCCCCC2)c2[nH]cnc2n1,-10,-1,/,102,97,98,-2,98,100,99,96
COCCN1C(=O)c2ccccc2C(C(=O)NCCCN2CCCC2)C1c1c[nH]c2ccccc12 (stereo not given),-20,-2,2,106,105,102,1,101,101,42*,102
Cc1ccc(Nc2nc(-c3sc(NC(=O)c4ccccc4)nc3C)cs2)cc1,-102,-5,-2,105,107,96,15,102,102,98,99
C/C(=C\C(=O)c1ccc(F)cc1)NCc1ccc2c(c1)OCO2,-68,-4,/,97,92,95,-15,93,95,101,93
CCOC(=O)c1cnc2c(ccc3ccccc32)c1NCCO,8,-3,/,99,99,92,10,99,97,101,97
CCC(=O)Nc1ccc(C(=O)OCc2ccccc2Cl)cc1,1,0,-9,103,104,100,10,98,102,99,99
C(=N\Nc1nc(N2CCCC2)nc(N2CCCC2)n1)/c1cccnc1,-27,0,8,103,99,100,-4,98,101,101,100
CCCCOCCCNC(=O)c1c(-c2ccccc2)noc1C,-2,-2,/,106,101,102,36,98,99,104,101
O=C(c1ccco1)N1CCN(S(=O)(=O)c2ccc3c(c2)CCN3C(=O)C2CCC2)CC1,-2,0,/,104,101,99,-5,97,101,101,95
Cc1cc(C)c(S(=O)(=O)N2CCN(C)CC2)c(C)c1,2,0,-20,99,100,101,-4,97,100,108,98
CCC(C)NC(=O)C(Sc1ccccc1)c1ccccc1 (stereo not given),-19,1,/,103,100,107,17,98,104,96,101
CCOC(=O)c1ccccc1NC(=O)CCNC(=O)Cn1cnc2ccccc2c1=O,-20,-4,/,108,110,102,17,106,109,99,110
O=C(CS(=O)Cc1ccccc1Cl)Nc1ccccc1Cl (stereo not given),-12,0,-2,94,92,99,6,95,94,98,95
O=C(CC1C(=O)CCCC1=O)c1ccccc1,-31,-2,-16,99,98,94,5,95,95,101,93
O=C(O)c1ccc(Cl)c(S(=O)(=O)NCc2cccnc2)c1,-4,-3,-18,98,99,107,12,97,99,97,98
CC(C)(C)C1=C[C@@H](CO)C[C@@H](CO)C1,-5,-6,-26,85,89,92,/,89,92,96,92
Cc1cc(NCCN2CCOCC2)n2ncc(-c3ccccc3)c2n1,-49,0,-10,97,97,97,6,98,96,101,99
Cc1cc(C)n(CC(O)Cn2c3ccc(Br)cc3c3cc(Br)ccc32)c(=O)n1 (stereo not given),11,1,/,99,95,90,-10,92,96,101,93
O=C(c1ccc(Cl)c(Cl)c1)c1cc(-c2ccccn2)c(N2CCOCC2)s1,-10,0,-11,99,101,97,-34,98,101,101,100
COc1cccc(NC(=S)NNC(=O)Cn2nc(C(F)F)cc2C(F)F)c1,-117,1,/,101,98,99,-19,100,98,106,95
C=CCc1cccc(Cl)c1OCCON1C(=O)CCC1=O,-13,1,16,110,103,107,11,101,105,106,104
COc1ccccc1-c1nnc(SCC(=O)NC2CCS(=O)(=O)C2)n1CCc1ccccc1 (stereo not given),-10,0,-6,103,104,101,9,100,103,102,99
CCn1nnnc1NCc1ccc(N2CCCC2)cc1,-12,-1,18,95,96,98,26,94,95,76,96
CN1CCN(c2nc3c(c(=O)n(C)c(=O)n3C)n2Cc2cccc3ccccc23)CC1,-57,4,/,103,103,100,3,101,102,101,102
Cc1cccc(NC(=O)CN2C(=S)NC(C)(C)CC2C)c1 (stereo not given),-75,-3,13,105,102,98,-8,102,102,103,101
Cc1nn(-c2ccccc2)c(Cl)c1/C=N/NC(=O)c1ccc(NS(=O)(=O)c2cccs2)cc1,-31,3,/,94,93,106,19,94,98,101,96
O=C1CSC(c2ccc(Cl)cc2Cl)N1c1ccccn1 (stereo not given),5,-3,10,99,99,97,15,98,98,101,100
Cn1c(C(=O)OCC(=O)NCC2CCCO2)cc2sccc21 (stereo not given),-4,-4,/,99,96,101,-1,95,94,102,96
c1ccc(-c2noc(CSc3nc4ccccc4o3)n2)cc1,-16,-6,3,99,97,98,7,96,96,99,95
O=C(CSc1ccc2ccccc2c1)Nn1cnnc1,-13,-2,-31,97,99,97,6,97,98,91,97
Cc1c(C(=O)NCc2ccccn2)oc2ccc(S(=O)(=O)N3CCC4(CC3)OCCO4)cc12,-22,-1,18,94,94,102,-52,93,101,111,98
# Next records
SMILES,Mcl1-Bid inh,Bim-Mcl-1,Pf gametocyte,Rac1 wt modul,Cdc42 wt,Rab7 wt modul,Mcl1 Noxa PPI,Rac1 mut GTP,HRas wt GTP bind,RGS8-Gao reg,Rab2 wt GTP
CCOC(=O)c1cc2n(n1)C(C(F)(F)F)CC(C)N2 (stereo not given),-15,0,/,105,102,102,-1,99,100,102,100
CCC(=O)NC(=S)Nc1ccc(S(=O)(=O)NC(C)=O)cc1,-37,0,-6,97,99,96,13,97,100,106,97
CCCC(=O)NC(=S)Nc1ccc(Cl)cn1,-14,0,11,101,97,101,4,97,98,115,101
COc1ccccc1NC(=S)NNC(=O)c1ccc(Cl)cc1Cl,-42,23,/,104,97,99,-52,96,99,100,97
COc1ccc(S(=O)(=O)N2CCOCC2)cc1NS(=O)(=O)/C=C/c1ccccc1,3,0,24,89,93,101,15,94,97,101,97
O=C(N1CCOCC1)N1c2ccccc2CC(N2CCOCC2)c2ccccc21 (stereo not given),-22,-6,4,99,100,98,-7,92,100,98,97

# From PubChem BioAssay
